Screens from PubChem.
Fh CTSL1 inh = Fasciola hepatica cathepsin L1 inhibitors, primary screen, counter-screen for PFM18AAP inhibitor project, biochemical, QFRET, fluorogenic peptide substrate; recombinant F. hepatica cathepsin L1, Z-Leu-Arg-MCA fluorescence; inhibition, % at 5.96 µM; 300,000 compounds, 0.49% hits; AID 1906, 2009;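 active = inhibition above the mean of all tested compounds plus 3 SD, set per screening campaign, cut at about 17% in these data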;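 also: 0% = plate median of test compound wells and 100% = 1 µM Z-Phe-Ala-diazomethylketone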
TPT1 inhibitor = Candida albicans TPT1 enzyme inhibitors, primary screen, biochemical, fluorescence polarization | 300,000 compounds, 0.81% hits | recombinant caTPT1, FP RNA substrate dephosphorylation | tRNA 2'-phosphotransferase TPT1 (Candida albicans SC5314) | inhibition, % at 5 µM;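 active = inhibition above the mean of all tested compounds plus 3 SD, set per screening campaign, cut at about 24% in these data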;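 also: plate controls were DMSO alone for no effect and ferristatin control at 100 nM for full effect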
procasp7 counter = procaspase-7 activators, primary screen, counter-screen for procaspase-3 activator project, biochemical, absorbance, HTS, human; 330,000 compounds, 0.093% hits; recombinant procaspase-7, Ac-DEVD-pNA absorbance 405 nm; D23A/D198A/D206A triple mutant, cannot self-cleave; scale: DMSO 0, 5 µM enzyme 100; AID 463210, 2010; activation, % at 8.5 µM;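 active = percent activation above the screen-wide mean plus 3 SD, cut at about 25% in these data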
Target sequence (P55210 whole entry D23A/D198A/D206A): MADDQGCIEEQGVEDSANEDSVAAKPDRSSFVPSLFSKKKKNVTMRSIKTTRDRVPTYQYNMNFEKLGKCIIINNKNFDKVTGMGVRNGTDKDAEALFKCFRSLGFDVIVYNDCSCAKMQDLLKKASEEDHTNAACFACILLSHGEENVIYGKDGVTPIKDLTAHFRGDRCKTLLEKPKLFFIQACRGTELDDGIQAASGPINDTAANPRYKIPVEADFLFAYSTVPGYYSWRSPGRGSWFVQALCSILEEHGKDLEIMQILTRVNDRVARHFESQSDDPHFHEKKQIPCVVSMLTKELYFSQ
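Replicates: singlicate. Assay system: Procaspase-7 triple mutant (PC-7 D3A). Signal: 405 nm absorbance of p-nitroaniline. Times: 1 h preincubation, 2 h reaction. Buffer or medium: Zinc-free HEPES pH 7.4 with 300 mM NaCl, 0.01% Triton X-100. Also added: DEVD-pNA substrate. Benchmarks: DMSO wells as 0%, DMSO with 5 µM added PC-7 as 100%.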
PP1 inh = PP1-alpha phosphatase inhibitors, primary screen, counter-screen for PP5 inhibitor project, biochemical, fluorescence, OMFP substrate, single point. Serine/threonine-protein phosphatase PP1-alpha catalytic subunit (Homo sapiens), P62136. purified PP1alpha. inhibition, % at 6.7 µM. 320,000 compounds, 0.9% hits;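 active = inhibition above the mean inhibition of all tested compounds plus 3 SD, computed separately for each screening campaign, cut at about 15% in these data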
Target sequence (P62136 whole entry, looked up): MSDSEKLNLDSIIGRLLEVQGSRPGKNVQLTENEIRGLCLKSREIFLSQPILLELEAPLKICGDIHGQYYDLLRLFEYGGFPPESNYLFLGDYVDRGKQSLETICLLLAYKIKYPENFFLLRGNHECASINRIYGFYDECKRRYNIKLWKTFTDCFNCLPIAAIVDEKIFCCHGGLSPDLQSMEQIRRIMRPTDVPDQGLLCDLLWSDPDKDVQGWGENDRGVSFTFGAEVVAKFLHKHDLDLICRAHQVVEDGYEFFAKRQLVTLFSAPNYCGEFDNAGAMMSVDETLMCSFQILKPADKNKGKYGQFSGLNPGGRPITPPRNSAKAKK
proCasp3 act = activators of human procaspase-3 D3A mutant, primary screen, biochemical, absorbance, PC-3 D3A mutant, single concentration | Caspase-3 (Homo sapiens), P42574 | AID 463141, 2010 | 330,000 compounds, 0.11% hits | recombinant procaspase-3 D3A, Ac-DEVD-pNA absorbance 405 nm | activation, % at 8.5 µM;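 active = activation above the mean of all tested compounds plus 3 SD, cut at about 21% in these data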;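 also: 0% = DMSO alone and 100% = DMSO wells spiked with extra 5 µM PC-3 D3A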
Target sequence (P42574 whole entry D9A/D28A/D175A): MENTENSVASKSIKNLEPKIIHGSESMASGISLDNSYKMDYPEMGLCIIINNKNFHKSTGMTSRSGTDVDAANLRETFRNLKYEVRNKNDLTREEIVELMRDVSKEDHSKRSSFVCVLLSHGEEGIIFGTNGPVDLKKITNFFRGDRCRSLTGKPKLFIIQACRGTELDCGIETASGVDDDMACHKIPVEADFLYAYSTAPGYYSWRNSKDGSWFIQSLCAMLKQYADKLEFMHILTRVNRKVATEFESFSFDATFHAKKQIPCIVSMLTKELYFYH
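Technique: 405 nm absorbance of p-nitroaniline, reads at 0 and 120 min; Test system: Procaspase-3 D3A mutant; Incubation: 1 h enzyme-compound preincubation, then 2 h substrate reaction, 25 °C; Repeats: singlicate, each compound tested once; Benchmarks: low control DMSO wells, high control DMSO plus 5 µM PC-3 D3A.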
PP5 inh = PP5 phosphatase inhibitors, primary screen, biochemical, fluorescence | inhibition, % at 6.7 µM | purified PP5c, OMFP substrate fluorescence | 320,000 compounds, 0.18% hits | Serine/threonine-protein phosphatase 5 (Homo sapiens), P53041 | AID 1987, 2009;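 active = inhibition above the campaign's mean inhibition across all tested compounds plus 3 SD, cut at about 9.5% in these data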;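 also: 0% = DMSO only and 100% = 100 µM cantharidin control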
GASC-1 inh = inhibitors of GASC-1 histone demethylase, primary screen, biochemical, fluorescence, DELFIA europium; Lysine-specific demethylase 4C (Homo sapiens), Q9H3R0; GST-JMJD2C(1-420) H3K9me3 demethylation; inhibition, % at 2.35 µM; 330,000 compounds, 0.069% hits; AID 2099, 2009;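 active = more than half of a compound's replicate wells show inhibition beyond 50%, single wells judged on their own value; inconclusive = some, but no more than half, of replicates pass 50% inhibition; inactive = no replicate passes 50% inhibition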;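 also: signal counts dimethyl H3K9 product captured on neutravidin plate; 0% = median of DMSO wells and 100% = 0.3 times that DMSO median; strong numbers were not always called active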
Efflux pump inh = inhibitors of Candida efflux pumps in yeast, primary screen, S. cerevisiae, Nile Red, multiplex; S. cerevisiae Candida pump triplex; inhibition, % at 10 µM; 330,000 compounds, 0.44% hits; AID 485275, 2010;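 active = plate passing quality check with inhibition over a set limit, or well fluorescence over plate mean plus 4 SD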;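 also: Nile Red retained in pooled yeast measured as flow cytometry median fluorescence; 0% = buffer negative control and 100% = Enniatin B positive control; higher means more Nile Red kept so more efflux inhibition; some compounds called inactive have numbers as strong as hits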
core dimer inh = inhibitors of HCV core protein dimerization, primary screen, biochemical, TR-FRET, high-throughput; TR-FRET GST/Flag-core106 dimerization, 1536-well; inhibition, % at 5 µM; 300,000 compounds, 0.33% hits; AID 1899, 2009;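 active = inhibition above the mean of all tested compounds plus 3 SD, set per screening campaign, cut at about 45% in these data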
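Material: Tagged HCV core106 pair (GST and Flag) | Amount: GST-core106 13.5 nM, Flag-core106 17 nM | Medium: KF-containing HEPES buffer, pH 7.45, DTT, CHAPS, BSA | Reagent: Eu donor and XL665 acceptor anti-tag antibodies | Schedule: 4 h at 22.5 °C | Technique: Time-resolved FRET, ex 340 nm, em 617 and 671 nm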
Starred values were filed as active, the others as inactive; u = inconclusive; x = no result given.

Preview (7 entries):
No.	canonical_smiles	procasp7 counter	GASC-1 inh	PP5 inh	TPT1 inhibitor	Efflux pump inh	Fh CTSL1 inh	PP1 inh	proCasp3 act	core dimer inh
1	COc1cc(F)ccc1CN1CCC(n2nccc2NC(=O)C2CCOC2)CC1 (stereo unspecified)	4	9	1.7	1	0.2	0	1	4	7
2	CCN(c1ccccc1)S(=O)(=O)c1ccc(Cl)c(NC(=O)CN(C)C2CCN(C)CC2)c1	-4	5	2.2	-2	-0.1	-6	0	7	-7
3	CCOC(=O)CNC(=O)c1cn(CC(C)C)c(=O)c2cc(OC)c(OC)cc12	5	-3	1.1	-1	-0.3	-3	3	5	3
4	Oc1c(Br)cc(Br)cc1C=Nc1ccc2[nH]ncc2c1	-15	9	1.9	-1	0.0	2	90*	-1	-6
5	CCOC(=O)CSc1nc2ccsc2c(=O)[nH]1	9	-15	0.6	-3	-0.1	-4	-3	2	-2
6	COc1ccccc1NC(=S)NNC(=S)Nc1ccc(OC(F)F)cc1	-13	12	1.6	0	0.0	1	3	-3	1
7	Cc1cc(C(N)=O)c2cc(Br)ccc2n1	2	1	2.4	1	0.3	0	2	3	0

All compounds of this part, from the start:
No.	canonical_smiles	procasp7 counter	GASC-1 inh	PP5 inh	TPT1 inhibitor	Efflux pump inh	Fh CTSL1 inh	PP1 inh	proCasp3 act	core dimer inh
1	COc1cc(F)ccc1CN1CCC(n2nccc2NC(=O)C2CCOC2)CC1 (stereo unspecified)	4	9	1.7	1	0.2	0	1	4	7
2	CCN(c1ccccc1)S(=O)(=O)c1ccc(Cl)c(NC(=O)CN(C)C2CCN(C)CC2)c1	-4	5	2.2	-2	-0.1	-6	0	7	-7
3	CCOC(=O)CNC(=O)c1cn(CC(C)C)c(=O)c2cc(OC)c(OC)cc12	5	-3	1.1	-1	-0.3	-3	3	5	3
4	Oc1c(Br)cc(Br)cc1C=Nc1ccc2[nH]ncc2c1	-15	9	1.9	-1	0.0	2	90*	-1	-6
5	CCOC(=O)CSc1nc2ccsc2c(=O)[nH]1	9	-15	0.6	-3	-0.1	-4	-3	2	-2
6	COc1ccccc1NC(=S)NNC(=S)Nc1ccc(OC(F)F)cc1	-13	12	1.6	0	0.0	1	3	-3	1
7	Cc1cc(C(N)=O)c2cc(Br)ccc2n1	2	1	2.4	1	0.3	0	2	3	0
8	Cn1c(=O)c2c(nc(SCCCC#N)n2Cc2ccccc2F)n(C)c1=O	-5	-23	1.6	-1	0.1	2	-6	5	2
9	O=C(Nc1nccs1)c1cn(-c2ccccc2)nc1-c1ccncc1	0	-1	2.4	-3	0.1	1	5	7	-2
10	Cc1ccc(NC(=O)c2ccc([N+](=O)[O-])cc2Cl)nc1	2	x	1.0	-3	0.1	0	-3	4	-1
11	Cc1ccc(Sc2nc(C)cc(C)c2S(C)(=O)=O)cc1	3	-5	0.1	-10	0.0	2	-1	1	-2
12	O=C(Nc1ccccc1F)c1cc(Cl)sc1Cl	-3	6	0.3	-3	0.2	-6	-3	-4	5
13	c1ccc(COCCN2CCN(CCOCc3ccccc3)CC2)cc1	9	22	-2.9	-3	-0.2	-5	3	0	0
14	O=C(Nc1ccccc1)NC(Cc1ccc(O)cc1)C(=O)O (stereo unspecified)	7	4	0.6	-1	-0.1	3	0	5	-1
15	CCC(=O)NC(c1cc(Cl)c2cccnc2c1O)C(C)C (stereo unspecified)	7	3	-1.3	x	0.1	x	-3	-2	x
16	O=C(Cc1ccc(Cl)c(Cl)c1)Nc1ccc(S(=O)(=O)Nc2ncccn2)cc1	-3	-4	2.4	-1	-0.2	4	0	-1	-7
17	COc1ccccc1C(=O)Nc1nnc(S(=O)(=O)N2CCN(c3ccc(F)cc3)CC2)s1	10	4	0.2	0	0.1	0	-3	-6	13
18	CCOC(=O)/C(=C\c1cn(C)c2ccccc12)[N+](=O)[O-]	1	7	1.6	0	2.5	2	2	-17	2
19	CCOC(=O)c1c(NC(=O)CCN2CCOCC2)sc2c1CC(C)(C)OC2	-3	-4	0.1	-1	0.2	-2	-2	-3	0
20	O=C(NCc1ccc2c(c1)OCO2)c1nc(Cn2cc(Br)cn2)no1	8	4	-6.5	-2	0.0	-5	9	-4	-9
21	CNc1cc(C)c(C#N)c2nc3ccccc3n12	2	14	2.7	-2	0.0	-1	0	-2	-9
22	Cc1ccc(C)c(OCCC(=O)OCC(=O)NCCc2ccc(S(N)(=O)=O)cc2)c1	-1	-1	0.4	-2	-0.2	-30	-3	-10	-1
23	O=S(=O)(c1cccc(C(F)(F)F)c1)N1CCC(c2nc3ccccc3[nH]2)CC1	4	3	1.4	-3	-0.1	0	2	0	-4
24	O=C(Nc1ccccc1OCc1ccccc1)c1ccccc1Br	-7	-5	2.5	3	0.1	-2	-3	-8	5
25	Cc1cc(CNC(=O)c2cc(-c3ccccc3)nc3ccccc23)nn1C	4	2	1.9	-1	0.1	-4	-1	6	5
26	CCC(C)(C)c1nnc(NC(=O)c2ccc([N+](=O)[O-])cc2)s1	-16	3	2.4	-3	-0.1	5	-5	-6	-1
27	CCN(C(=O)c1cccc(Br)c1)c1ccccc1	5	16	3.7	-2	0.0	-3	-3	5	5
28	CCCN(Cc1nnc(-c2cccs2)o1)C(=O)CN1C(=O)NC2(CCC(C)CC2)C1=O (stereo unspecified)	9	0	1.4	x	0.1	x	-2	4	x
29	COC(=O)C1CCN(C(=O)CN2C(=O)NC(CCc3ccccc3)C2=O)CC1 (stereo unspecified)	3	-7	1.7	-6	-0.1	-4	-2	-6	-3
30	Cn1cccc1C(=O)NNC(=O)COc1ccccc1Cl	-1	4	2.6	x	0.1	x	5	1	x
31	CCCC(=O)c1cc2ccccc2oc1=O	-6	-1	-0.8	-6	-0.1	0	-5	-3	0
32	O=C(NNC(=O)C1CCC1)c1ccc(Br)cc1	14	-31	0.6	1	0.1	-1	-2	3	-2
33	Cc1cc(NC(=O)Nc2ccc(C)c(C)c2)no1	6	-10	3.6	-1	0.1	1	1	4	-5
34	CCOC(=O)C(C)Sc1nc(-c2ccccc2)nc2ccc(F)cc12 (stereo unspecified)	3	3	1.6	1	0.1	2	-1	-6	0
35	CC(C)NC(=O)/C(=C/c1cn(-c2ccccc2)nc1-c1cccc([N+](=O)[O-])c1)NC(=O)c1ccccc1	7	-3	0.7	-3	0.0	0	2	-1	-1
36	CCOC(=O)c1cc(C(=O)OCC)c(=O)[nH]c1SCc1ccccc1	10	8	4.0	0	0.0	1	13	0	-5
37	CC1=NC(=O)C(N=Nc2cccc(C(=O)O)c2)N1c1ccccc1 (stereo unspecified)	-9	8	4.1	0	0.0	-4	-3	-7	-11
38	CC(C)c1onc(C(=O)NCc2cccs2)c1[N+](=O)[O-]	-3	-3	2.3	0	0.1	23*	4	-7	-11
39	CN1CCN(NC(=O)c2cc([N+](=O)[O-])cc([N+](=O)[O-])c2)CC1	-1	-3	2.8	-1	-0.1	5	-1	5	2
40	COC(=O)c1c(C)oc2c1cc(NS(=O)(=O)c1cccs1)c1ccccc12	0	-3	3.1	0	-0.2	1	0	1	-1
41	COc1ccc2c(c1)CCc1sc(NC(=O)c3ccco3)nc1-2	-9	3	6.0	2	0.3	-2	-2	-3	-5
42	COc1ccccc1NC(=S)NNC(=O)c1ccc(O)cc1	-3	-2	0.2	-3	-0.1	-3	0	-4	-2
43	CCOc1ccc(NC(=O)c2sc3nc(N4CCOCC4)c4c(c3c2N)CCCC4)cc1	-17	u	-2.0	-1	-0.1	1	-4	-12	11
44	Cc1ccc(C(=O)CSc2nnc(-c3ccco3)n2C)cc1	-3	11	0.8	-2	0.0	-3	-1	1	-5
45	O=C(COC(=O)c1ccc(Cl)c(S(=O)(=O)N2CCCC2)c1)NC1CCCC1	-7	-2	-1.7	3	-0.1	-13	0	-4	3
46	Cn1c(=O)c2c(ncn2CC(=O)NC2CCCCC2)n(C)c1=O	-2	3	-0.1	0	0.1	2	-1	4	-1
47	Cc1ccc2nc(C)c3c(c2c1)OC(C(C)(Cl)Br)C3 (stereo unspecified)	-5	9	0.2	-2	-0.1	7	-2	-1	0
